CF NFkB block: blocks PAF-induced NF-kB reporter in cystic fibrosis cells | actives 0.86% (n = 360,000) | AID 588850 | KKLEB NF-kB-GFP reporter, GFP fluorescence overnight | inhibition, % at 5 µM;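 active = at least 50% inhibition at 5 µM, scaled per plate between neutral and stimulator controls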;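 note: PAF is a Pseudomonas aeruginosa culture filtrate used as stimulus; plate controls were PAF-stimulated DMSO wells for no effect and unstimulated DMSO wells for full effect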
C8 TRAIL sens: sensitizes caspase-8 expressing cells to TRAIL | NB7+C8 cells + TRAIL, ATPlite viability luminescence | actives 1% (n = 360,000) | inhibition (viability loss, TRAIL sensitization), % at 10 µM;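 active = compounds causing at least 50% loss of cell viability in the single-dose screen, relative to plate controls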
HIF-2a inh: blocks HIF-2a reporter activity; 786-0 RCC cells HIF-2a reporter, luciferase luminescence, overnight; inhibition, % at 18.8 µM; actives 0.72% (n = 360,000); AID 624352;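 active = inhibition of the luminescence signal of 40% or more relative to plate controls, in a single-dose primary screen at 18.75 µM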
MITF TRPM1 inh: inhibitors of MITF-driven TRPM1 promoter in melanoma cells. SK-MEL-5 TRPM1 promoter luciferase, 24 h. actives 0.83% (n = 330,000). AID 488899. inhibition, % at 12.5 µM;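 active = mean inhibition across replicates of 60% or more, whatever share of single replicates reaches that level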; note: values of inactives mirror those of a sister screen read the other way
TWEAK-Fn14 inh: TWEAK-Fn14 signaling inhibition. TWEAK-stimulated Fn14 reporter cells, luciferase luminescence, 8 h. inhibition, % at 10 µM. actives 2% (n = 360,000); in the data active = inhibition above about 50%
TROY NFkB inh: TROY signaling inhibition; Q293 LMP1-TROYcd NF-kB luciferase reporter, 4 h; inhibition, % at 10 µM; actives 0.98% (n = 360,000); AID 1347056;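 active = compounds whose plate-normalised and pattern-corrected inhibition of the luciferase reporter signal at the single screening dose is 50% or more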
KKLEB cytotox: CF airway cell cytotoxicity counter-screen; KKLEB CF airway cells viability, ATPlite luminescence, overnight; hits give low values; cells stimulated with P. aeruginosa culture filtrate; activity change (cytotoxicity), % at 5 µM; actives 0.36% (n = 360,000);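 active = corrected activity change at or below -50% at 5 µM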
NR2E3 ag-1: human photoreceptor-specific nuclear receptor agonism; CHO-S Gal4-NCOR/VP16-NR2E3 two-hybrid, luciferase; AID 602229; Q9Y5X4; actives 0.35% (n = 360,000); inhibition of corepressor binding, % at 3.98 µM;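 active = inhibition above the mean of all tested compounds plus 3 SD, cut at about 70% in these data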;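 note: 0% = DMSO with NR2E3 transfected cells and 100% = cells lacking NR2E3 construct; higher means lower luciferase signal from less NR2E3 corepressor binding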
Target sequence (Q9Y5X4 whole entry, looked up, the tested form may be a part): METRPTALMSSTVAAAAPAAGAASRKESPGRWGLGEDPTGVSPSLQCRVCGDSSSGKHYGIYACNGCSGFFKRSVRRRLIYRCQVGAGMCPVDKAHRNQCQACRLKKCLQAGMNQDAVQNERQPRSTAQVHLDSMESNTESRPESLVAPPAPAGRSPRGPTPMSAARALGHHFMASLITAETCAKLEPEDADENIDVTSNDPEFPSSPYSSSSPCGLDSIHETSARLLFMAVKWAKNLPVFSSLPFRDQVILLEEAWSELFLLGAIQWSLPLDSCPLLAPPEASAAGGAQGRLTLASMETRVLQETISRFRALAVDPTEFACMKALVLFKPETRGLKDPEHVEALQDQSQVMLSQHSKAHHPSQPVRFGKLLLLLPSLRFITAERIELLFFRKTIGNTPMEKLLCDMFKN
Peg3 prom inh: reduces Peg3 promoter-driven luciferase expression in HeLa. actives 1.7% (n = 360,000). AID 588405. HeLa PEG-Prom luciferase reporter, luminescence, overnight. inhibition, % at 20 µM;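 active = inhibition of at least 50% at 20 µM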
NR2E3 ag-2: activates human photoreceptor nuclear receptor NR2E3; GST-NR2E3/biotin-RetCOR TR-FRET, 1536-well; Q9Y5X4; actives 0.12% (n = 320,000); AID 2300; inhibition of corepressor binding, % at 4.78 µM;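 active = percent inhibition above the cutoff of mean plus 3 SD of all tested compounds, set per screening campaign, cut at about 20% in these data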;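 note: 0% = DMSO wells and 100% = biotin wells as full block of FRET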
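Material: NR2E3–RetCOR corepressor complex / Amount: 1.35 nM GST-NR2E3 / Medium: Tris pH 7.5 / Compound: single nominal compound dose of 4.8 µM / Incubation: 5 h at 4 °C / Technique: TR-FRET, Eu(K)-anti-GST donor, streptavidin-D2 acceptor, ex 340, em 617/671 nm / Read-out basis: percent loss of FRET ratio relative to control wells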
Shn3 3UTR inh: Schnurri-3 reporter inhibition in Clone20 osteoblasts | Clone20 osteoblast Shn3 3'UTR firefly luciferase, 24 h | actives 0.52% (n = 360,000) | inhibition, % at 12.5 µM;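 active = mean inhibition of at least 75% with every replicate also reaching 75%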;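 note: 0% = median of neutral control wells and 100% = pilot-screen positive control compound; some compounds past the cut are filed as inactive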
Numbers without * were called inactive.

Screening CCCN(CCC)S(=O)(=O)c1ccc(C(=O)Nc2nnc(-c3cccc(OC)c3)o2)cc1 returned CF NFkB block 16, C8 TRAIL sens 23, HIF-2a inh 19, MITF TRPM1 inh 28, TWEAK-Fn14 inh 17, TROY NFkB inh -7, KKLEB cytotox -8, NR2E3 ag-1 -7, Peg3 prom inh 47, NR2E3 ag-2 1 and Shn3 3UTR inh 72.
`CCOC(=O)C1CCN(c2c([N+](=O)[O-])c(C(Cl)Cl)nn2-c2ccccc2)CC1` gave CF NFkB block 9, C8 TRAIL sens -24, HIF-2a inh 8, MITF TRPM1 inh -3, TWEAK-Fn14 inh -13, TROY NFkB inh -1, KKLEB cytotox -18, NR2E3 ag-1 6, Peg3 prom inh 2, NR2E3 ag-2 1 and Shn3 3UTR inh 5.
`CC(=O)Nc1ccc(-c2ccnc3c2CC(C)(C(=O)NCc2ccco2)O3)cc1` (stereo not drawn) gave CF NFkB block -5, C8 TRAIL sens 19, HIF-2a inh 17, TWEAK-Fn14 inh 19, TROY NFkB inh 22, KKLEB cytotox -8, NR2E3 ag-1 -19, Peg3 prom inh 22 and Shn3 3UTR inh 34.
For O=C1NNC(c2ccccc2)=N/C1=C\c1ccccc1Cl the results were CF NFkB block 6, C8 TRAIL sens -8, HIF-2a inh 18, MITF TRPM1 inh 15, TWEAK-Fn14 inh -7, TROY NFkB inh 14, KKLEB cytotox 9, NR2E3 ag-1 6, Peg3 prom inh 2 and Shn3 3UTR inh 12.
Cc1ccc(OC(=O)Cn2c(C(F)(F)F)nc3ccccc32)cc1 was read as CF NFkB block -4, C8 TRAIL sens -3, HIF-2a inh 8, MITF TRPM1 inh 3, TWEAK-Fn14 inh -3, TROY NFkB inh 6, KKLEB cytotox 17, NR2E3 ag-1 8, Peg3 prom inh 16, NR2E3 ag-2 0 and Shn3 3UTR inh 1.
`COc1ccc(/C=N/NC(=O)c2cccc(Br)c2)cc1CN1CCOCC1` gave CF NFkB block -7, C8 TRAIL sens 0, HIF-2a inh -22, MITF TRPM1 inh -3, TWEAK-Fn14 inh -25, TROY NFkB inh 0, KKLEB cytotox -1, NR2E3 ag-1 -31, Peg3 prom inh -26, NR2E3 ag-2 0 and Shn3 3UTR inh 4.
`NS(=O)(=O)c1ccc(NC(=O)CN2CCc3ccccc3C2)cc1` gave CF NFkB block 9, C8 TRAIL sens 1, HIF-2a inh 7, MITF TRPM1 inh 3, TWEAK-Fn14 inh -14, TROY NFkB inh 3, KKLEB cytotox 2, NR2E3 ag-1 -10, Peg3 prom inh -37, NR2E3 ag-2 2 and Shn3 3UTR inh 7.
O=C1CC2(CCCC2)CC(=O)N1CCCCN1CCN(c2ncccn2)CC1 was read as CF NFkB block 13, C8 TRAIL sens 2, HIF-2a inh -11, MITF TRPM1 inh -5, TWEAK-Fn14 inh -2, TROY NFkB inh -10, KKLEB cytotox -3, NR2E3 ag-1 2, Peg3 prom inh -12, NR2E3 ag-2 2 and Shn3 3UTR inh 15.
Screening O=[N+]([O-])c1cc(/C=N/N2CCN(c3ccccc3)CC2)ccc1Cl returned CF NFkB block 1, C8 TRAIL sens -3, HIF-2a inh -54, MITF TRPM1 inh -64, TWEAK-Fn14 inh -38, TROY NFkB inh -30, KKLEB cytotox 12, NR2E3 ag-1 -8, Peg3 prom inh -44, NR2E3 ag-2 1 and Shn3 3UTR inh -18.
For CCOC(=O)N/N=C(\CCC(=O)O)c1cccs1 the results were CF NFkB block 10, C8 TRAIL sens -14, HIF-2a inh 0, MITF TRPM1 inh -6, TWEAK-Fn14 inh 8, TROY NFkB inh -12, KKLEB cytotox -7, NR2E3 ag-1 -15, Peg3 prom inh -13, NR2E3 ag-2 0 and Shn3 3UTR inh -10.
O=C(Nc1ccc(Cl)c(S(=O)(=O)N2CCOCC2)c1)c1ccc2c(c1)OCO2 was read as CF NFkB block -26, C8 TRAIL sens 32, HIF-2a inh -22, MITF TRPM1 inh 10, TWEAK-Fn14 inh 12, TROY NFkB inh -14, KKLEB cytotox 5, NR2E3 ag-1 -6, Peg3 prom inh 32 and Shn3 3UTR inh 58.
Screening CCc1noc(C)c1C(=O)NNC(=O)COc1ccc(Br)cc1 returned CF NFkB block -6, C8 TRAIL sens 6, HIF-2a inh 15, MITF TRPM1 inh 8, TWEAK-Fn14 inh 9, TROY NFkB inh -4, KKLEB cytotox 5, NR2E3 ag-1 16, Peg3 prom inh 17, NR2E3 ag-2 0 and Shn3 3UTR inh 8.
`Cc1ccc(N2C(=O)SC(N(CC(=O)O)c3ccc(C)cc3)C2=O)cc1` (stereo not drawn) gave CF NFkB block -14, C8 TRAIL sens -2, HIF-2a inh -2, MITF TRPM1 inh 0, TWEAK-Fn14 inh -2, TROY NFkB inh -54, KKLEB cytotox 4, NR2E3 ag-1 5, Peg3 prom inh -5, NR2E3 ag-2 0 and Shn3 3UTR inh -10.
`Cc1snc(SCC(=O)N/N=C(\N)COc2cccc(C(F)(F)F)c2)c1C#N` gave CF NFkB block -7, C8 TRAIL sens -11, HIF-2a inh 6, MITF TRPM1 inh 0, TWEAK-Fn14 inh -16, TROY NFkB inh -31, KKLEB cytotox -9, NR2E3 ag-1 -10, Peg3 prom inh -10, NR2E3 ag-2 2 and Shn3 3UTR inh -4.
`CCC(CO)n1c(=S)[nH]c2cc(OC)c(OC)cc2c1=O` (stereo not drawn) gave CF NFkB block 1, C8 TRAIL sens 1, HIF-2a inh 14, MITF TRPM1 inh -2, TWEAK-Fn14 inh -3, TROY NFkB inh 4, KKLEB cytotox 1, NR2E3 ag-1 14, Peg3 prom inh 14, NR2E3 ag-2 4 and Shn3 3UTR inh -8.
Cc1ccc(CCNC(=O)c2cc(S(=O)(=O)N3CCCCC3)c[nH]2)cc1 was read as CF NFkB block 0, C8 TRAIL sens 2, HIF-2a inh 12, MITF TRPM1 inh 4, TWEAK-Fn14 inh 8, TROY NFkB inh 4, KKLEB cytotox 7, NR2E3 ag-1 -15, Peg3 prom inh 13, NR2E3 ag-2 2 and Shn3 3UTR inh 9.
COc1ccc2ccccc2c1/C=N\n1c(C)cc(C)c(C(N)=O)c1=O was read as CF NFkB block 1, C8 TRAIL sens 11, HIF-2a inh 8, MITF TRPM1 inh -9, TWEAK-Fn14 inh 1, TROY NFkB inh -2, KKLEB cytotox -8, NR2E3 ag-1 -13, Peg3 prom inh -1, NR2E3 ag-2 0 and Shn3 3UTR inh 0.
`Cc1cc(C)nc(NC(=O)C(C)C)n1` gave CF NFkB block 2, C8 TRAIL sens 0, HIF-2a inh 11, MITF TRPM1 inh 2, TWEAK-Fn14 inh 9, TROY NFkB inh 0, KKLEB cytotox -3, NR2E3 ag-1 1, Peg3 prom inh 3, NR2E3 ag-2 3 and Shn3 3UTR inh -17.
COc1cc(C(C)=O)ccc1OCCCN1CCC(Cc2ccccc2)CC1 was read as CF NFkB block -2, C8 TRAIL sens 9, HIF-2a inh 1, MITF TRPM1 inh 2, TWEAK-Fn14 inh -10, TROY NFkB inh 7, KKLEB cytotox -8, NR2E3 ag-1 -18, Peg3 prom inh -9, NR2E3 ag-2 2 and Shn3 3UTR inh 8.
Cc1ccc(C)c(NC(=O)C2CCCN2S(=O)(=O)c2ccc3c(c2)n(C)c(=O)c(=O)n3C)c1 (stereo not drawn) was read as CF NFkB block 9, C8 TRAIL sens -3, HIF-2a inh 10, MITF TRPM1 inh -1, TWEAK-Fn14 inh -18, TROY NFkB inh -6, KKLEB cytotox 5, NR2E3 ag-1 -8, Peg3 prom inh -8, NR2E3 ag-2 2 and Shn3 3UTR inh 11.
Screening O=S(=O)(NCCN1CCOCC1)c1ccc2ccccc2c1 returned CF NFkB block -11, C8 TRAIL sens 6, HIF-2a inh -4, MITF TRPM1 inh -1, TWEAK-Fn14 inh -8, TROY NFkB inh 9, KKLEB cytotox -2, NR2E3 ag-1 26, Peg3 prom inh 10 and Shn3 3UTR inh 3.
For O=C(Nc1ccc(N2CCOCC2)nc1)c1cccs1 the results were CF NFkB block -4, C8 TRAIL sens -1, HIF-2a inh -133, MITF TRPM1 inh -36, TWEAK-Fn14 inh -12, TROY NFkB inh -47, KKLEB cytotox 8, NR2E3 ag-1 -52, Peg3 prom inh -139, NR2E3 ag-2 0 and Shn3 3UTR inh -22.
For O=C1CCC(C(=O)NC2(C(=O)NC3CCCCC3)CCCCC2)N1 (stereo not drawn) the results were CF NFkB block -1, C8 TRAIL sens -8, HIF-2a inh 17, MITF TRPM1 inh -2, TWEAK-Fn14 inh -9, TROY NFkB inh 8, KKLEB cytotox 0, NR2E3 ag-1 -12, Peg3 prom inh 0, NR2E3 ag-2 0 and Shn3 3UTR inh -8.
Screening Cc1ccc2[nH]cc(C(=O)NCc3cccs3)c(=O)c2c1 returned CF NFkB block -12, C8 TRAIL sens -5, HIF-2a inh -50, MITF TRPM1 inh 8, TWEAK-Fn14 inh 14, TROY NFkB inh -2, KKLEB cytotox -5, NR2E3 ag-1 -1, Peg3 prom inh 1, NR2E3 ag-2 -3 and Shn3 3UTR inh -1.
For O=C(COc1ccc(C(=S)N2CCCC2)cc1)Nc1ccc(F)cc1 the results were CF NFkB block -38, C8 TRAIL sens 29, HIF-2a inh -6, MITF TRPM1 inh 10, TWEAK-Fn14 inh -10, TROY NFkB inh -2, KKLEB cytotox 2, NR2E3 ag-1 5, Peg3 prom inh 18, NR2E3 ag-2 2 and Shn3 3UTR inh 11.
Screening CCN(CC)S(=O)(=O)N1CCC(C(=O)NCc2ccc(C)cc2)CC1 returned CF NFkB block -15, C8 TRAIL sens 18, HIF-2a inh 4, MITF TRPM1 inh -7, TWEAK-Fn14 inh 5, TROY NFkB inh -9, KKLEB cytotox 4, NR2E3 ag-1 4, Peg3 prom inh 16, NR2E3 ag-2 4 and Shn3 3UTR inh -12.
CCN(CC)CCN(C)C(=O)CCc1nnc(-c2ccc(C)s2)o1 was read as CF NFkB block -4, C8 TRAIL sens -2, HIF-2a inh -26, MITF TRPM1 inh -6, TWEAK-Fn14 inh 11, TROY NFkB inh 21, KKLEB cytotox 2, NR2E3 ag-1 4, Peg3 prom inh -11, NR2E3 ag-2 0 and Shn3 3UTR inh 1.
CCc1ccc(NC(=O)CN2CCCN(S(=O)(=O)c3ccc(F)cc3)CC2)cc1 was read as CF NFkB block 2, C8 TRAIL sens 12, HIF-2a inh 14, MITF TRPM1 inh 1, TWEAK-Fn14 inh 8, TROY NFkB inh 8, KKLEB cytotox -2, NR2E3 ag-1 -6, Peg3 prom inh 27, NR2E3 ag-2 -2 and Shn3 3UTR inh 16.
Screening COCCNC(=O)C1CCC(CNS(=O)(=O)c2cccc3nsnc23)CC1 (stereo not drawn) returned CF NFkB block 13, C8 TRAIL sens -2, HIF-2a inh -3, MITF TRPM1 inh -11, TWEAK-Fn14 inh -9, TROY NFkB inh 12, KKLEB cytotox -13, NR2E3 ag-1 -13, Peg3 prom inh 20, NR2E3 ag-2 -1 and Shn3 3UTR inh 31.

This is a subset, so the mix of outcomes need not match the whole.
